uPA generation = cell surface uPA generation inhibition | cell surface uPA generation assay, qHTS | Potency, µM (top dose mostly 38.3 µM), for the others: at the top dose activity change, negative = inhibition, actives largely listed as inhibitors | 330,000 tested, 0.31% active; active = well fitted inhibition curve with a large enough effect; inconclusive = small, poorly fitted or top-dose-only effect; inactive = no such curve, though single readings can be large or run the other way; tested in mouse RAW 264.7 cells; also: potency is read from the fitted curve at half-maximal effect; % is scaled to controls: 0 for no effect and ±100 for the full control effect; nearly all actives have a fitted effect of over 55% in size
TRPV1 ag = activates the human vanilloid receptor TRPV1; activation, % at 8.33 µM; TRPV1-expressing cells, Fluo-8 calcium influx, agonist mode; AID 540275; Q8NER1; 320,000 tested, 0.19% active; in the data active = activation above about 80%; inconclusive = between about 30% and that limit; also: 0% is about no effect
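Fluo-8 calcium influx in TRPV1-expressing cells, kinetic read (ex 480/em 520 nm). Compound added and read 3 min for agonist activity, followed by capsaicin at EC20 final and 2 min further read for enhancement.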
Eya2 phos inh = inhibitors of human Eya2 phosphatase activity; O00167; recombinant Eya2, OMFP fluorescence dephosphorylation (OMFP is methylfluorescein phosphate); Potency, µM (top dose mostly 76.9 µM), inactives show top-dose activity, negative = inhibition, usual class: inhibitors; 330,000 tested, 0.006% active; also: potency is read from the fitted curve at half-maximal effect; % is scaled to controls: 0 for no effect and ±100 for the full control effect
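Eya2 protein (added as 0.2 uM solution) was preincubated with compound for 10 min at ambient temperature in 50 mM HEPES pH 7.5, 50 mM NaCl, 5 uM MgCl2, 0.05% BSA, 1 mM DTT. OMFP (added at 50 uM) then reacted 10 min; fluorescence read at 485/525 nm.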
ASM inhibitor = inhibitors of human secretory acid sphingomyelinase; 340,000 tested, 0.006% active; AID 504937; P17405; Potency, µM (top dose mostly 57.5 µM), for inactives: at the top dose activity change, negative = inhibition, actives largely listed as inhibitors; placental ASM, HMU-PC fluorogenic substrate, 60 min; also: potency is read from the fitted curve at half-maximal effect
Target sequence (P17405 47-631 limits assumed): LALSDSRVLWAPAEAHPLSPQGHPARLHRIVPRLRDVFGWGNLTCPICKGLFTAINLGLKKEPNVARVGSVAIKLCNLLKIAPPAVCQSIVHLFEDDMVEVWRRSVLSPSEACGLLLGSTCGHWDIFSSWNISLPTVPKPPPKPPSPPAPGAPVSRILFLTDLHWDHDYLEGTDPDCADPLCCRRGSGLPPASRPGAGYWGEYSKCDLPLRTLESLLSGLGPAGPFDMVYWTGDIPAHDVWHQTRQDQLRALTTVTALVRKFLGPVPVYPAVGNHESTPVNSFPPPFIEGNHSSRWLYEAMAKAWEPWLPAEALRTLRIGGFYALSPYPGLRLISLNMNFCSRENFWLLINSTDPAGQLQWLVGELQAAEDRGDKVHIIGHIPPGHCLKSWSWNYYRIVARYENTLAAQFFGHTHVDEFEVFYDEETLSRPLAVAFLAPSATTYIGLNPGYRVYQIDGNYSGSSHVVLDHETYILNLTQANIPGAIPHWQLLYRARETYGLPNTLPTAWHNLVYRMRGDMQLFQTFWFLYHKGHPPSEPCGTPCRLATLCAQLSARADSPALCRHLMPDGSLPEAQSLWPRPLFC
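qHTS format. ASM enzyme prepared from human placenta hydrolyses the fluorogenic substrate HMU-PC0 (9 uM final) over 60 min at 37 °C after a 10 min compound preincubation.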
Integrin act MD = activators of alpha7 integrin expression for muscular dystrophy | alpha7betagal myoblasts, beta-gal FDG fluorescence, 48 h | Potency, µM (titrated, usually from 38.3 µM), for the others: at the highest dose activation, most hits filed as activators | 350,000 tested, 0.064% active | AID 624291;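 also: potency is read from the fitted curve at half-maximal effect; 100% = response of the positive control SU9516; nearly all actives have a fitted effect of over 60% in size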
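alpha7betagal+/- myoblasts (passage 13, 250/well) treated 48 h at 37C with compounds at 1:260 dilution of DMSO stock. Lysed, then beta-galactosidase activity read as FDG fluorescence (ex 480/em 540) after 30 min, with pre-read for autofluorescence.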
B2AR arrestin = agonists driving beta-arrestin recruitment to human beta2-adrenergic receptor. Potency, µM (top dose mostly 46.1 µM), inactives show at the highest dose activation, hits mostly activators. beta-arrestin recruitment to beta2AR, cell-based reporter. AID 492947. 330,000 tested, 0.02% active;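 also: potency is read from the fitted curve at half-maximal effect; 0% = DMSO controls and full agonism = EC100 isoproterenol or metaproterenol; nearly all actives have a fitted effect of over 65% in size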
p53 reactivation = mutant p53 re-activation in reporter cells; H1299 p53-A138V BP100-luciferase reporter, luminescence, 24 h; Potency, µM (top dose mostly 92.2 µM), without a hit: at the top dose activity change, positive = activation, most hits filed as activators; 320,000 tested, 0.063% active; AID 504706; also: potency is read from the fitted curve at half-maximal effect; % of control where 0% means no effect; nearly all actives have a fitted effect of over 45% in size
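p53-null H1299 cells stably carrying temperature-sensitive p53-A138V and a BP100-luciferase reporter were pinned with compounds (4-point, 1:5 series) and held 24 hrs at 37 deg C. Luminescence was read 10 min after detection reagent.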
ELG1 genotox = induces genotoxicity in HEK293T cells with luciferase-tagged ELG1; Potency, µM (highest dose often 46 µM), for the others: at the highest dose activity change, positive = activation, hits mostly activators; AID 504466; 330,000 tested, 1.3% active; HEK293T ELG1-luciferase reporter, luminescence, 16 h; also: potency is read from the fitted curve at half-maximal effect; % of control where 0% means no effect; nearly all actives have a fitted effect of over 60% in size
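Genotoxic stress is detected as increased luminescence from luciferase-tagged ELG1 in HEK293T cells, measured with ONE-Glo after a 16 hr treatment at 37 °C.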
USP2a block = blocks human ubiquitin-specific protease USP2a | Potency, µM (doses to about 38.3 µM), without a hit: at the highest dose activity change, negative = inhibition, hits mostly inhibitors | 330,000 tested, 0.01% active | O75604 | USP2 core, Ub-CHOP2 coupled fluorogenic reporter, 485/531;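 also: potency is read from the fitted curve at half-maximal effect; plate controls were DMSO wells for no effect and full inhibition by NEM control for full effect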
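Deubiquitinase activity read as fluorescence (485/531 nm) after Ub-CHOP2 cleavage activates the enterokinase reporter on its substrate; USP2 core 10nM, Ub-CHOP2 and substrate 25nM each, 30min compound preincubation then 60min RT; data normalized to NEM, curves fitted.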
BRCA1 expr up = BRCA1 expression activation | 380,000 tested, 1.1% active | Potency, µM (highest dose often 46.1 µM), without a hit: at the top dose activation, usual class: activators | AID 624202 | MCF7-BRCA1-FFLuc reporter, luminescence, 48 h; response scale: scaled: vehicle 0%, 10 µM genistein 100%; also: potency is read from the fitted curve at half-maximal effect; nearly all actives have a fitted effect of over 80% in size; some results filed as inactive show a strong effect at the top dose
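MCF7 cells carrying a BRCA1-firefly luciferase reporter (2000 cells/well, phenol-red free MEM) were attached for 2 h at 37 °C, then given compounds for 48 h. Luminescence was read 15 min after luciferase reagent; activity normalized to genistein (10 microM) and DMSO.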
TSG101-PTAP inh = blocks PTAP/TSG101 interaction to inhibit HIV-1 budding | Fluorescence polarization, FITC-PTAP peptide / Tsg101 binding | AID 493005 | Potency, µM (highest dose often 115 µM), for inactives: at the top dose activity change, negative = inhibition, actives largely listed as inhibitors | Q99816 | 340,000 tested, under 10 active; active = well fitted inhibition curve with a large enough effect in the main read-out, with a control signal flat, not every such curve was filed as active; inconclusive = small, poorly fitted or top-dose-only effect, or effect the other way, or a change in a side signal; inactive = no such curve, though single readings can be large or run the other way; also: potency is read from the fitted curve at half-maximal effect; % of control where 0% means no effect
Target sequence (Q99816 whole entry, looked up): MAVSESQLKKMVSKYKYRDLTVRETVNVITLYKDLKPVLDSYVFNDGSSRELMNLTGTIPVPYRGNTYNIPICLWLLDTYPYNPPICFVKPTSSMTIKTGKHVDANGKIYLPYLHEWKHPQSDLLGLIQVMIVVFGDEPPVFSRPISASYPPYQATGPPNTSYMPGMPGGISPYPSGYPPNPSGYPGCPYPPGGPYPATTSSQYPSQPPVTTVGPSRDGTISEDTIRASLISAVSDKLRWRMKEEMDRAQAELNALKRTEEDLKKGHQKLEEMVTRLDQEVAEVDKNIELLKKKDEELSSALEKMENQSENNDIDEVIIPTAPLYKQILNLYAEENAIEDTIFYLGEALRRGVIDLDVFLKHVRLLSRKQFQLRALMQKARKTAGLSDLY
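Compounds were pin-transferred onto Tsg101 binding domain (10 uM final) in HEPES pH 7.5 buffer, then FITC-PTAP peptide was added at 50 nM final. After 20 min at RT, polarization reported peptide displacement across a qHTS concentration series.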
The depositor's hits bear a star; ? = inconclusive; / = not tested or not shown; [ ] = dose if it differs, or a comment. Unless noted, calls follow the shape of the dose curve; as a rule, active = well fitted curve in the direction sought with a large enough effect; inconclusive = small, poorly fitted or top-dose-only effect, or another doubt; inactive = no such curve, though single readings can be large; an effect the other way counts as inactive or inconclusive. Compounds were not picked by outcome; overall some 2.6% were active at least once.

1: Cn1cc(/C=N/NC(=O)c2cc3cc(Br)ccc3o2)c2ccccc21
2: O=C(COc1ccccc1)Nc1c2c(nn1-c1ccccc1)CS(=O)C2 (centres undefined)
3: CCOc1ccccc1CN1CCCC(CNC(=O)Cc2ccc(OC)cc2)C1 (centres undefined)
4: Cc1cc(C)n(C(=O)C23CC4CC(CC(C4)C2)C3)n1
5: C[C@H](CO)N1C[C@H](C)[C@@H](CN(C)S(C)(=O)=O)Oc2c(NC(=O)c3ccncc3)cccc2C1=O
6: COC(=O)c1ccccc1NC(=O)CNC(=O)c1ccco1
7: O=C(CSc1nnnn1-c1ccccc1)CC(=O)Nc1ccc(Cl)cc1
8: CC(C)(C)NCC(=O)c1c[nH]c2ccccc12

Screen / compound no.,1,2,3,4,5,6,7,8
uPA generation,-17%,-2%,-6%,/,9%,0%,9%,3%
TRPV1 ag,-2,-7,4,-2,/,1,3,/
Eya2 phos inh,7%,7%,-7%,12%,4%,11%,-8%,-8%
ASM inhibitor,53%,/,1%,/,3%,2%,-5%,1%
Integrin act MD,-28%,9%,-6%,/,19%,9%,36%,5%
B2AR arrestin,-0.8%,-0.8%,0.4%,-0.5%,0.2%,-0.2%,0.4%,-0.6%
p53 reactivation,-1%,-17%,/,-1%,-4%,-5%,24%,1%
ELG1 genotox,-1%,1%,-1%,-3%,4%,1%,-16%,1%
USP2a block,1%,-1%,0%,0%,0%,1%,-12%,0%
BRCA1 expr up,-56%,5%,-13%,/,-1%,-13%,-57%,-4%
TSG101-PTAP inh,0%,-9%,-4%,/,-7%,-3%,-1%,-6%

9: O=S(=O)(N1CCOCC1)N1CCN(c2ccc(F)cc2)CC1
10: N/C(=N\OC(=O)CCCc1ccccc1)c1ccccn1
11: O=C(O)c1cccc2c1Cc1cc([N+](=O)[O-])ccc1-2
12: Cc1ccc(S(=O)(=O)N2CCC(C(=O)NCc3ccccc3Cl)CC2)cc1
13: Cc1nc(-c2ccccn2)sc1C(=O)Nc1ccc(F)cc1
14: CN(C)S(=O)(=O)c1ccc(NC(=O)CSc2nnnn2C)cc1
15: Cc1c(C(=O)NCCc2ccccc2)oc2ccc(S(=O)(=O)N3CCC4(CC3)OCCO4)cc12
16: O/N=C/c1ccccc1OCc1ccc(Cl)cc1

Screen / compound no.,9,10,11,12,13,14,15,16
uPA generation,-3%,3%,-5%,/,/,-8%,-10%,-2%
TRPV1 ag,-1,16,/,1,?,-7,2,-4
Eya2 phos inh,26%,-1%,/,-10%,-4%,-12%,1%,-6%
ASM inhibitor,-1%,5%,-1%,-1%,-3%,-4%,-2%,-11%
Integrin act MD,4%,19%,13%,-5%,33%,33%,?,11%
B2AR arrestin,-1.0%,-0.3%,/,0.0%,0.1%,-0.3%,-0.6%,-0.9%
p53 reactivation,-1%,26%,/,-4%,11%,2%,-4%,9%
ELG1 genotox,0%,2%,/,-6%,1%,2%,-5%,15%
USP2a block,0%,0%,/,1%,0%,0%,1%,3%
BRCA1 expr up,0%,11µM*,-6%,-1%,-55%,7%,-29%,11µM*
TSG101-PTAP inh,-5%,1%,-3%,-2%,-2%,-4%,-2%,-5%

17: CCOc1cc(/C=N/NC(=O)c2ccc(CN3CCOCC3)cc2)ccc1OCc1ccccc1
18: CCOc1ccc(S(=O)(=O)Nc2cccc(C(=O)N3CCN(c4ccc(OC)cc4)CC3)c2)cc1
19: COc1ccc(OC)c(NC(=O)c2csc(Cl)c2OC)c1
20: Cc1nc(Nc2cccc(C(F)(F)F)c2)nc2c1C(=O)CC(C)C2 (centres undefined)
21: Cc1ccc(NC(=O)c2ccc(S(=O)(=O)Nc3c(C)n(C)n(-c4ccccc4)c3=O)cc2)nc1
22: Cc1cccc(C)c1NC(=O)C(NC(=O)c1ccccn1)c1ccccc1[N+](=O)[O-] (centres undefined)
23: O=C(N/N=C/c1cccnc1)C1CC1(c1ccccc1)c1ccccc1 (centres undefined)
24: O=C(NC1CCCCC1)c1ccc2c(c1)OCCO2

Screen / compound no.,17,18,19,20,21,22,23,24
uPA generation,0%,0%,-7%,-3%,-3%,-18%,3%,-5%
TRPV1 ag,1,7,13,-3,1,8,?,3
Eya2 phos inh,2%,-5%,-1%,-21%,-1%,1%,2%,4%
ASM inhibitor,-6%,-4%,-6%,3%,0%,1%,0%,2%
Integrin act MD,-19%,2%,-13%,17%,4%,0%,10%,25%
B2AR arrestin,-1.3%,-0.8%,-0.8%,-0.2%,0.2%,-0.4%,0.1%,-0.4%
p53 reactivation,4%,1%,8%,-4%,-5%,-23%,-3%,?
ELG1 genotox,-13%,-7%,3%,?,1%,0%,3%,21µM*
USP2a block,2%,-8%,2%,3%,0%,2%,10%,4%
BRCA1 expr up,-57%,0%,-23%,-27%,-2%,-13%,-15%,?
TSG101-PTAP inh,0%,5%,-6%,-1%,3%,-2%,0%,-4%

25: COc1cccc(OCCn2cc(C=O)c3ccccc32)c1
26: CC1CCN(S(=O)(=O)c2ccc(NC(=O)c3ccco3)cc2)CC1
27: O=C(NCc1ccco1)c1cc([N+](=O)[O-])ccc1N1CCOCC1
28: Cc1ccc(CN2CCN(C3CCC3)CC2CCO)cc1 (centres undefined)
29: COc1cc2c(cc1OC)C(C(=O)N1CCCCC1)C(c1ccccc1F)N(C)C2=O (centres undefined)
30: CC1CCCN(c2nc3ccsc3c(=O)s2)C1 (centres undefined)
31: COc1cccc(OC)c1C(=O)Nc1sc2c(c1C(N)=O)CCN(Cc1ccccc1)C2
32: Cc1c2c(nc3ccccc13)OCC2

Screen / compound no.,25,26,27,28,29,30,31,32
uPA generation,-4%,/,5%,-1%,-3%,/,15%,15%
TRPV1 ag,11,?,-3,-5,-3,8,5,-2
Eya2 phos inh,-2%,7%,-1%,0%,17%,3%,3%,-1%
ASM inhibitor,-2%,-1%,-1%,4%,1%,156%[activator],267%[activator],2%
Integrin act MD,-8%,0%,-26%,11%,3%,8%,-9%,13%
B2AR arrestin,-0.9%,-0.2%,-0.7%,0.5%,0.2%,0.3%,-0.9%,-0.1%
p53 reactivation,1%,-5%,1%,/,1%,?,/,21%
ELG1 genotox,-5%,-2%,-1%,1%,-7%,13µM*,0%,-1%
USP2a block,-3%,0%,-2%,0%,0%,1%,0%,-2%
BRCA1 expr up,20%,-15%,-9%,-27%,0%,13µM*,-27%,1%
TSG101-PTAP inh,5%,-4%,-1%,-3%,-3%,-2%,-1%,0%

33: Cc1cccc(-c2n[nH]c(=S)n2/N=C/c2cccs2)c1
34: CN(C)CCCN1C(=O)C(O)=C(C(=O)c2cc3ccccc3o2)C1c1ccccn1 (centres undefined)
35: CC1(C)Cc2nc3sc(C(=O)NCCCO)c(N)c3cc2CS1
36: COC(=O)C1=C(C)Nc2[nH]c(=S)[nH]c(=O)c2C1c1ccc(OC)cc1 (centres undefined)
37: O=C(N1CCCCC1)N1CCCN(C(=O)N2CCCCC2)CC1
38: CCOC(=O)C1=C(COC(=O)/C=C/c2ccc(OC)cc2)NC(=O)NC1C (centres undefined)

Screen / compound no.,33,34,35,36,37,38
uPA generation,4%,-2%,-3%,-11%,-2%,-7%
TRPV1 ag,11,/,3,3,3,14
Eya2 phos inh,-12%,/,-17%,11%,-30%,5%
ASM inhibitor,-1%,-5%,90%[activator],-2%,0%,-1%
Integrin act MD,4%,-12%,?,-9%,14%,-7%
B2AR arrestin,-0.4%,/,-0.2%,0.4%,-0.3%,-0.1%
p53 reactivation,-3%,/,-11%,-3%,4%,5%
ELG1 genotox,0%,/,?,0%,0%,-3%
USP2a block,-2%,/,7%,6%,2%,2%
BRCA1 expr up,-17%,-2%,76%,-2%,-3%,-67%
TSG101-PTAP inh,-2%,-2%,-3%,-10%,-1%,2%
